# PME-1 inh = blocks human protein phosphatase methylesterase 1; Q9Y570; recombinant PME-1, FP-Rh probe fluorescence polarization; inhibition, % at 5.9 µM; 320,000 tested, 0.53% active;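 active = inhibition above the campaign mean of all compounds plus 3 SD, cut at about 26% in these data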;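 note: competitive labeling of PME-1 active site by serine hydrolase directed probe; 0% = PME-1 with DMSO and 100% = wells lacking PME-1 enzyme; inhibitors block probe labeling so polarization falls and inhibition rises; many of its hits are not listed in these tables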
# Target sequence (Q9Y570 whole entry, looked up): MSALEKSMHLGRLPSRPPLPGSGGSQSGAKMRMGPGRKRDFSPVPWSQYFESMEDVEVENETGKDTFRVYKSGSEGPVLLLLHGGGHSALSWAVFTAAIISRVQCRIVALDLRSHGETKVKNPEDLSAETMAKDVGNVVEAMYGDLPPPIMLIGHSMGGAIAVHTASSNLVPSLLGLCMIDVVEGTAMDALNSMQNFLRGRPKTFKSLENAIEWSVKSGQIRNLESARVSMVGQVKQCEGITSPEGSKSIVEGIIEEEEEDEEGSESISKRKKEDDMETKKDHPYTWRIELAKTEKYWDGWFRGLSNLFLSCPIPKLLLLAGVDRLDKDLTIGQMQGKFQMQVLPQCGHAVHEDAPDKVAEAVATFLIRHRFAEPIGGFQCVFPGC
# GSTO1 counter = GSTO1 inhibition, counter-screen for RBBP9 inhibitors | AID 1974 | P78417 | inhibition, % at 5.96 µM | 300,000 tested, 1.1% active | recombinant GSTO1, activity-based probe fluorescence polarization;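 active = inhibition above the campaign mean inhibition plus 3 SD, cut at about 35% in these data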;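 note: 0% = GSTO1-1 with DMSO and 100% = wells lacking GSTO1-1 enzyme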
# PAFAH1B3 FP inh = PAFAH1B3 (human) inhibition. recombinant PAFAH1B3, FP-rhodamine probe, fluorescence polarization. inhibition, % at 3.39 µM. 340,000 tested, 0.28% active. AID 492972;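 active = inhibition above the screen-wide average of all tested compounds plus 3 SD, cut at about 25% in these data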;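 note: 0% = enzyme with DMSO only and 100% = wells lacking PAFAH1B3 protein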
# LYPLA2 inh = LYPLA2 (human) inhibition in PME1 counter-screen; O95372; recombinant LYPLA2, FP-Rh probe fluorescence polarization; 320,000 tested, 0.38% active; inhibition, % at 5.9 µM;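 active = inhibition above the screen-wide mean plus 3 SD, limit set per campaign, cut at about 26% in these data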;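 note: 0% = LYPLA2 with DMSO and 100% = wells lacking LYPLA2 enzyme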
# PAFAH1B2 FP inh = blocks human PAF acetylhydrolase 1b catalytic subunit 2 | inhibition, % at 3.39 µM | P68402 | recombinant PAFAH1B2, FP-rhodamine activity probe, fluorescence polarization | 340,000 tested, 1.2% active;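 active = inhibition above the mean of all tested compounds plus 3 SD, cut at about 24% in these data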;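 note: 0% = enzyme with DMSO and 100% = wells lacking PAFAH1B2; many of its hits are not listed in these tables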
# Target sequence (P68402 whole entry, looked up): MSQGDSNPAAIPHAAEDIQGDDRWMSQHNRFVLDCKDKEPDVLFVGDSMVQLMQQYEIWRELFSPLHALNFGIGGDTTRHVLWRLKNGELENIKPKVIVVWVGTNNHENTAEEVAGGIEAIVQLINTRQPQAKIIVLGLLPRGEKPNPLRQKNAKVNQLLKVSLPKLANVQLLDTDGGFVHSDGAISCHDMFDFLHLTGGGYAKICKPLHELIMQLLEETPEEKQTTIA
# PAFAH2 FP inh = PAFAH2 (human) inhibition; recombinant PAFAH2, FP-rhodamine activity probe, fluorescence polarization; 340,000 tested, 0.99% active; Q99487; inhibition, % at 3.39 µM;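 active = inhibition above the mean over all tested compounds plus 3 SD, cut at about 30% in these data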;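 note: inhibitors block probe labeling of enzyme so polarization drops; 0% = enzyme with DMSO and 100% = wells lacking PAFAH2 protein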
# LYPLA1 inh = LYPLA1 (human) inhibition in PME1 counter-screen; O75608; recombinant LYPLA1, FP-Rh probe fluorescence polarization; inhibition, % at 5.9 µM; 320,000 tested, 0.16% active;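 active = inhibition above the mean of all tested compounds plus 3 SD, set per campaign, cut at about 14% in these data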;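 note: inhibitors block serine hydrolase probe labeling of LYPLA1 so polarization falls; 0% = enzyme with DMSO and 100% = wells lacking LYPLA1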
# Target sequence (O75608 whole entry, looked up): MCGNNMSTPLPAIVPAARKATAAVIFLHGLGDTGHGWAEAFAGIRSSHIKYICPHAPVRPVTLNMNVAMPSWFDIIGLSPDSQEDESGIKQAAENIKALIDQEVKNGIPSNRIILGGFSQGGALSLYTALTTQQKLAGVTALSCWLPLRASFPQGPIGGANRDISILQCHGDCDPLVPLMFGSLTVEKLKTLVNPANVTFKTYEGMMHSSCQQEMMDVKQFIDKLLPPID
# PAD4 FP inh = PAD4 (human) enzyme inhibition. Q9UM07. recombinant PAD4, RCA probe fluorescence polarization. inhibition, % at 6.36 µM. 330,000 tested, 0.41% active. AID 485272;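 active = percent inhibition above a cutoff equal to the mean of all tested compounds plus 3 SD, cut at about 15% in these data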;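 note: 0% = PAD4 with RCA probe and DMSO and 100% = probe without PAD4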
# pPAFAH inh = pPAFAH (human) enzyme inhibition | inhibition, % at 3.39 µM | Q13093 | recombinant pPAFAH, FP-rhodamine probe fluorescence polarization | 330,000 tested, 1.5% active;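 active = inhibition above the mean inhibition across the screen plus 3 SD, cut at about 25% in these data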;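 note: inhibitors block binding of the rhodamine activity-based probe so polarization drops; 0% = enzyme with DMSO and 100% = wells lacking pPAFAH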
# An asterisk follows results filed as active; · = not tested or not shown. A portion of the library; the hit share may differ from the screen's.
canonical_smiles	PME-1 inh	GSTO1 counter	PAFAH1B3 FP inh	LYPLA2 inh	PAFAH1B2 FP inh	PAFAH2 FP inh	LYPLA1 inh	PAD4 FP inh	pPAFAH inh
COc1cc(C(=O)NNC(=O)CCOc2ccccc2)cc(OC)c1OC	·	·	19	·	4	-1	·	2	0
O=C(/C=C/c1ccc(F)cc1)N1CCN(S(=O)(=O)/C=C/c2ccccc2)CC1	-2	1	-6	4	3	-3	0	-2	0
CN(C)S(=O)(=O)N1CCC(CO)(CCc2ccccc2)CC1	-2	7	2	10	3	-1	2	0	-5
CN(C)S(=O)(=O)c1cccc(NC(=O)CN2C(=O)NC(Cc3ccccc3)C2=O)c1 (configuration not stated)	7	·	2	2	4	9	0	0	2
Cc1noc(C)c1/C=N/Nc1ccc2ccccc2n1	-6	14	5	-5	0	-5	0	-7	-8
OC(CNCC1(N2CCCCC2)CCCCC1)COc1ccc(Cl)cc1Cl (configuration not stated)	3	3	1	7	-2	2	4	1	3
O=c1/c(=C/c2cccc3ccccc23)sc2ncnn12	-14	-2	-1	4	-1	1	2	0	0
CCOC(=O)C1(CCOc2ccccc2)CCN(Cc2cc(OC)c(O)cc2Cl)CC1	1	13	7	-7	-5	10	-3	1	-2
Clc1ccccc1Cc1noc(CN2CCN(Cc3ccccn3)CC2)n1	-8	3	7	1	11	33*	-2	-6	8
Nc1ncc2c(n1)-c1ccccc1CC2	-1	1	10	2	8	-2	1	-6	-2
Cc1nc2nc(-c3ccccc3)cc(=O)n2[nH]1	-1	2	7	1	-1	3	-2	3	5
CCN1C(=NCC(C)C)N[C@@H](c2cccc(F)c2)C(C(=O)OC)=C1C	1	1	-3	-3	-1	6	-4	6	5
O=S1(=O)CCC(NC(=S)Nc2ccc(Cl)cc2)C1 (configuration not stated)	5	5	6	2	0	0	-3	-3	3
Cc1nn(C)cc1CNC(=O)C1C2CCC(O2)C1C(=O)O (configuration not stated)	6	4	·	-4	·	·	1	-6	-2
CC(NC(=O)c1ccc(S(=O)(=O)Nc2ccccc2Cl)cc1)c1ccncc1 (configuration not stated)	·	·	5	·	4	4	·	-4	-1
COC(=O)c1ccccc1C(=O)c1cccc2ccccc12	-3	2	9	0	3	2	-2	3	6
CC(C)(O)C#Cc1ccc(CN2CCN(Cc3ccccc3)C(CCO)C2)cc1 (configuration not stated)	-7	9	3	8	-1	0	1	-7	1
CCOc1cc(C2C(C(=O)O)c3cc(OCC)c(OCC)cc3C(=O)N2C)ccc1O (configuration not stated)	-1	2	-5	10	3	-1	4	2	-5
O=C(CSc1n[nH]c(-c2ccccc2)n1)NC(=O)NCc1ccco1	-3	-1	4	-1	-2	6	-1	-7	12
CCCCc1nnc(NC(=O)C2CC(=O)N(c3ccc4c(c3)OCCO4)C2)s1 (configuration not stated)	-4	8	6	-7	2	2	3	-4	-15
O=C(NNC(=O)c1ccco1)c1cccc(Br)c1	3	-1	-3	13	2	7	5	-1	1
CNc1nc2c(c(=O)n(C)c(=O)n2C)n1Cc1ccccc1	-4	1	2	0	-1	-8	0	-3	0
C[C@]12CC[C@H](OC(=O)CCC(=O)O)CC1=CCC1C2CC[C@@]2(C)C1CC[C@@H]2N (some centres not stated)	·	·	0	·	-3	-6	·	-2	4
COc1ccc(NC(=O)c2c([N+](=O)[O-])c(C(C)(C)C)nn2C)cc1	-7	0	3	-4	2	1	-2	-10	12
CN(c1cccc(NC(=O)CSc2ccc(Cl)cc2)c1)S(C)(=O)=O	1	6	-1	-1	49*	10	1	-8	29*
O=C(N[C@@H](Cc1ccccc1)C(=O)OCc1ccccc1)c1ccco1	·	·	11	·	6	1	·	1	-4
Cc1ccc(S(=O)(=O)N/N=C/C(C)(C)CO)cc1	-4	10	1	4	3	6	3	1	3
COc1cc(OC)cc(C(=O)N2CCN(Cc3ccc4c(c3)OCO4)CC2)c1	2	1	8	8	2	4	2	4	6
O=C(Nc1ccc(C2CCCCC2)cc1)C1CCCN(c2ncccn2)C1 (configuration not stated)	-7	7	1	2	-1	-6	-2	1	1
Cc1ccc(CN2CC(C(=O)N3CC(C)CC(C)C3)CC2=O)cc1 (configuration not stated)	5	1	4	-1	6	4	2	3	3
Cc1cs/c(=N\N=C\c2ccc(O)cc2)n1Cc1ccco1	1	9	16	13	5	1	-1	-1	4
Cc1cc(/C=C(\C#N)c2nnc(N3CCOCC3)n2-c2ccccc2)c(C)n1-c1ccccc1	2	0	·	-2	·	·	1	11	13
Cc1ccc(S(=O)(=O)N(Cc2cc3cccc(C)c3[nH]c2=O)c2ccccc2)cc1	-4	-5	5	13	4	-1	5	0	3
CC(=O)Nc1ccc(S(=O)(=O)NCCCN2CCOCC2)cc1	-2	6	10	-2	4	3	2	-7	4
CC1(C)NC(=O)N(CC(=O)OCC(=O)Nc2sccc2C#N)C1=O	-2	13	12	0	3	6	0	4	2
Cc1ccc(S(=O)c2ccc(NC(=O)C3CC3)cc2C#N)cc1 (configuration not stated)	-1	-10	8	-5	6	-9	1	-2	-6
Cc1ccc(S(=O)(=O)N2CCN(c3cc4c(cc3[N+](=O)[O-])n(C)c(=O)n4C)CC2)cc1	14	3	7	4	11	-4	2	-2	4
CC(=O)Nc1ccc(C(=O)N2CC(=O)NC(=O)C2)cc1	-2	5	-8	2	0	-3	-1	2	-5
Cc1c(NC(=O)C(C)OC(=O)COc2ccc(C#N)cc2)c(=O)n(-c2ccccc2)n1C (configuration not stated)	0	5	14	0	-2	0	-2	-3	6
COc1cc(OC)nc(NC(=O)CS(=O)(=O)c2ccccc2)n1	2	4	0	22	1	2	0	9	-1
CCCCn1c(N)c(N(CCOC)C(=O)COC(=O)c2cc(CCC)c(C)s2)c(=O)[nH]c1=O	-7	-4	-2	-3	16	4	-4	1	2
O=C(Cn1c(=O)oc2ccccc21)Nc1ccc(F)cc1	1	6	5	5	2	-1	3	-2	3
C/C(=N\NC(=S)Nc1ccccc1C)C1Cc2ccccc2C(=O)O1 (configuration not stated)	2	14	-1	5	5	5	2	2	1
O=C(O)C1CCN(C(=O)NC2CCCCC2)CC1	-3	-5	-3	17	2	6	3	6	-1
NS(=O)(=O)c1ccc(CCNC(=O)c2ccc3c(c2)N(Cc2ccccc2)CCS3)cc1	4	-1	8	9	-2	5	0	4	8
O=C(Nc1nncs1)c1ccccc1Br	-4	-2	0	13	-3	1	4	-1	3
[O-][n+]1onc2c1CCc1nnccc1-2	-2	3	7	-1	3	8	-1	-4	1
Clc1ccc(CN2CCN(c3ccccc3)CC2)cn1	5	-2	-1	0	0	-2	3	0	-1
COC(=O)CNC(=O)c1ccc2c(c1)S(=O)(=O)c1ccccc1C2=O	2	-9	8	8	-1	1	0	0	9
COc1cc(C(=O)Nc2ccc(C(=O)c3cccs3)cc2)cc(OC)c1OC	-20	-8	4	-14	-1	-11	-16	-7	6
C[C@H](CO)N1C[C@H](C)[C@H](CN(C)S(=O)(=O)c2ccccc2)Oc2c(NS(C)(=O)=O)cccc2C1=O	·	·	0	·	1	9	·	5	2
COc1cccc(C(=O)OC(C)C(=O)Nc2ccc3c(c2)OCO3)c1 (configuration not stated)	5	·	3	-3	5	4	-1	-6	1
C#CC[N+](C)(C)CC#Cc1ccc(C)cc1	-10	-2	9	-1	-6	2	-2	-2	2
CCOc1ccc(C(C(=O)NC2CCCCC2)N(C(=O)c2csnn2)C2CC2)cc1 (configuration not stated)	-1	-2	0	-2	3	-3	-2	0	-1
O=C(COC(=O)C1CC2C=CC1C2)NCCc1ccccc1 (configuration not stated)	2	16	9	-1	2	3	1	-1	1
Cc1ccc(C)c(N(C(=O)c2snc(C(N)=O)c2N)C(C(=O)NCC2CCCO2)c2ccc(C)o2)c1 (configuration not stated)	-1	2	7	-11	3	5	-4	-1	-2
Cn1c(CN2CCC(C(N)=O)CC2)c(C#N)c2ccccc21	-1	-2	2	0	4	-9	5	1	3
CCC(=O)Nc1nnc(-c2ccco2)o1	-7	14	6	-8	5	-2	-1	-3	-6
CC1(C)CC(OC(=O)c2ccccc2)CC(C)(C)N1	0	-1	11	0	5	5	-3	-4	-3
O=C(CCCCCCCC(=O)NNC(=O)Nc1ccccc1)NNC(=O)Nc1ccccc1	-3	-8	-1	-23	-5	-5	-9	-2	-2

# Later entries.
canonical_smiles	PME-1 inh	GSTO1 counter	PAFAH1B3 FP inh	LYPLA2 inh	PAFAH1B2 FP inh	PAFAH2 FP inh	LYPLA1 inh	PAD4 FP inh	pPAFAH inh
c1ccc(-c2nnc(N3CCOCC3)nc2-c2ccccc2)cc1	4	15	1	-1	4	-5	1	-2	10
Cn1c(O)c(N=NC(=O)CNC(=O)c2cccnc2)c2ccccc21	9	2	8	6	1	10	-1	8	6
CC(C)N(C)S(=O)(=O)c1ccc(NC(=O)CSC(=S)N2CCCC2)cc1	3	5	11	7	3	2	0	-2	-3
O=C(NNc1cccc(Cl)n1)c1ccc(Cl)cc1Cl	-1	-2	6	5	5	4	-1	-2	-1
CNC(C)c1ccc(S(N)(=O)=O)cc1 (configuration not stated)	1	2	3	5	5	2	2	4	-1
NC(=O)c1ccsc1NC(=O)COC(=O)c1ccc(Cl)nc1	-28	-10	0	5	-1	-1	-1	-5	0
CCCCOCCCNC(=O)c1ccc(NC(C)=O)cc1	-2	-1	-9	4	1	4	-1	4	2
Cc1cccc(N=Nc2c(C)nn(-c3ccccc3)c2N)c1C	4	5	14	-4	1	6	0	-5	18
O=C(O)CCn1c(Cc2ccccc2)nc2ccccc21	-8	10	11	-3	-1	1	-2	-2	2
COc1ccccc1N(CC(=O)Nc1ccccc1C(F)(F)F)S(=O)(=O)c1cccs1	·	·	14	·	6	-3	·	-1	3
CC(Sc1ncnc2c1cnn2-c1ccccc1)C(=O)NCC1CCCO1 (configuration not stated)	2	-3	5	0	-3	3	-2	0	2
COc1cc(-c2ccc3oc(-c4ccsc4)cc3c2)cc(OC)c1OC	-4	9	2	-1	0	-1	-2	0	1
Cc1ccccc1-c1nnc(SCC(=O)NC2CCS(=O)(=O)C2)n1C (configuration not stated)	·	·	12	·	4	7	·	0	1
Cc1nc2c(C(=O)N3CCCCC3)cnn2c(C)c1Cc1ccccc1F	-2	2	-3	-1	2	0	-4	-2	6
O=C1[C@@H]2[C@@H]3C[C@@H]([C@H]4ON=C(c5ccc(Cl)cc5)[C@@H]34)[C@@H]2C(=O)N1c1ccc2c(c1)OCO2	5	7	3	0	9	4	-5	-1	4
O=C(NNC(=O)[C@@H]1CCCC[C@@H]1C(=O)O)Nc1ccccc1	-2	2	-8	10	6	-1	0	0	5
COc1ccc(OCC(=O)NC(=S)NNC(=O)COc2ccc(Br)cc2Cl)cc1	-3	-7	4	4	4	14	0	-2	3
Cc1ccccc1CSc1nnc(-c2ccncc2)o1	0	5	2	7	5	0	-1	-1	5
CCOC(=O)N1CCN(C(=O)C2CC(c3cc(OC)ccc3OC)=NO2)CC1 (configuration not stated)	6	4	-4	-3	3	-4	0	-2	-5
CC(C)(C)OC(=O)NCCCCCNC(=O)c1nc[nH]c1C(=O)NCC(=O)OCc1ccccc1	·	·	4	·	-4	-3	·	2	4

# Screens deposited in PubChem by The Scripps Research Institute Molecular Screening Center.
